Screens as filed in PubChem BioAssay.
FUS suppressor – qHTS for Suppressors of FUS Proteinopathy: Primary screen using FUS-linked yeast assay. Potency, µM (top dose mostly 76.6 µM), for the others: at the highest dose growth rescue (activation), actives largely listed as activators. actives 0.24% (n = 390,000). S. cerevisiae FUS-expressing, growth rescue, OD600, 24 h;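 further: plate controls were DMSO vehicle for no effect and reference control for full effect; nearly all actives have a fitted effect of over 55% in size; some results filed as inactive show a strong effect at the top dose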
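Yeast FUS proteinopathy model; galactose-induced FUS (2%), starting OD 0.005. Cpds in dilution series, 24hr, 30C, 99% humidity. Abs 600 nm growth. Pos ctrl CP55940 (top 92uM final); neg ctrl DMSO.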
Abeta rescue – qHTS for compounds that reverse cellular toxicity of Amyloid beta (A-beta) peptide in yeast: Primary Screen; Potency, µM (titrated, usually from 46.1 µM), inactives show at the top dose growth rescue, hits mostly activators; yeast expressing A-beta42, growth rescue, OD600, 48 h; response scale: 0% DMSO, 100% iron-clioquinol control; AID 1347071, 2019; actives 0.063% (n = 410,000); further: nearly all actives have a fitted effect of over 55% in size
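Yeast growth medium received pinned compounds, then yeast cells expressing toxic A-beta were added; plates incubated at 30 C for 48 hr. Growth read as absorbance at 600 nm, normalized to DMSO and equimolar FeCl3 plus clioquinol controls.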
The depositor's hits bear a star; [ ] = another dose, or the depositor's remark. The call rests on the fitted dose curve; in most records, active means well fitted activation curve with a large enough effect; inconclusive means small, poorly fitted or top-dose-only effect; inactive means no such curve, though single readings can be large or run the other way. Potency means the concentration at half of the fitted maximal effect.

SMILES	FUS suppressor	Abeta rescue
CCOc1ccc(NC(=O)Cn2cc(C(=O)c3cccs3)c3ccccc32)cc1	23%	-16%
COc1ccc(OCC(=O)Nc2cc(-c3nc4ccccc4s3)ccc2C)cc1	-10%	5%
Cc1ccccc1C(=O)Nc1cccc(-c2nc3cccnc3s2)c1	0%	0%
COc1ccc(CNC(=O)Nc2ccc3c(c2)N(C)C(=O)c2ccccc2S3)cc1OC	23%	-35%[inhibitor]
CCC(Sc1nc2ccccc2c2nc(CCn3cncc3C)nn12)C(=O)Nc1cccc(OC)c1 (stereo unspecified)	-8%	-6%
Cc1ccc(Nc2nc3ccccc3c3nnc(C)n23)c(C)c1	16%	1%
Cc1ccc(NC(=O)Cn2c(=O)n(CCC(=O)N3CCc4ccccc4C3)c(=O)c3ccccc32)c(C)c1	10%	-10%
Cc1ccccc1Cc1c(C)nc2c(-c3ccccc3)c(C)[nH]n2c1=O	8%	-16%
Cc1ccnc(NC(c2cccc(O)c2)c2ccc3ccc(C)nc3c2O)c1 (stereo unspecified)	14%	-23%
Cc1cccc2nc(-c3ccccn3)c(Nc3ccccc3)n12	-7%	0%
Cc1cccc(NC(c2ccccc2F)c2ccc3ccc(C)nc3c2O)n1 (stereo unspecified)	16%	-22%

Sorted by molecular weight (descending): part of the list above
SMILES	FUS suppressor	Abeta rescue
CCOc1ccc(NC(=O)Cn2cc(C(=O)c3cccs3)c3ccccc32)cc1	23%	-16%
Cc1cccc(NC(c2ccccc2F)c2ccc3ccc(C)nc3c2O)n1 (stereo unspecified)	16%	-22%
Cc1ccnc(NC(c2cccc(O)c2)c2ccc3ccc(C)nc3c2O)c1 (stereo unspecified)	14%	-23%
Cc1ccccc1Cc1c(C)nc2c(-c3ccccc3)c(C)[nH]n2c1=O	8%	-16%
Cc1ccc(Nc2nc3ccccc3c3nnc(C)n23)c(C)c1	16%	1%

Another view of some results above.
structure | FUS suppressor | Abeta rescue
Cc1ccc(Nc2nc3ccccc3c3nnc(C)n23)c(C)c1 | 16% | 1%
Cc1ccc(NC(=O)Cn2c(=O)n(CCC(=O)N3CCc4ccccc4C3)c(=O)c3ccccc32)c(C)c1 | 10% | -10%

Taken from above:
`CCOc1ccc(NC(=O)Cn2cc(C(=O)c3cccs3)c3ccccc32)cc1` – Abeta rescue: -16%
`Cc1ccc(NC(=O)Cn2c(=O)n(CCC(=O)N3CCc4ccccc4C3)c(=O)c3ccccc32)c(C)c1` – FUS suppressor: 10%

Not all compounds are listed (hit frequency here may not be typical).
